# Source: PubChem (Small Molecule Screening Facility, UW Madison)
# SSB-PriA inh: inhibitors of Klebsiella pneumoniae PriA binding to SSB C-terminal tail. inhibition, % at 33 µM. AlphaScreen SSBct-PriA binding, biotinylated peptide. hit rate 0.6% among 430,000; in the data active means inhibition mostly above about 37%, no sharp cut-off; inactive means mostly below about 20%;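 further: plate controls were negative control peptide for no effect and reference peptide for full effect; strong numbers were not always called active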
# * marks the source's active call; other numbers are inactive results; & = joins results of further samples. Not all compounds are listed, so the mix of outcomes need not match the whole.
SMILES,SSB-PriA inh
CCOC(=O)NCc1ccsc1,-17
COc1ccc(C=NNC(=O)C(=O)C=C2NC3(CCCC3)Cc3ccccc32)cc1,5
CC(=O)c1ccc(NC(=O)[C@@H](C)Cn2cncn2)cc1,-17
CC1CC(=NNC(=O)c2ccc([N+](=O)[O-])cc2)CC(C)(C)C1 (stereo unspecified),-2
CS(=O)(=O)NCCCn1nc(-c2ccc(F)cc2)ccc1=O,-1
CC(=NNC(N)=S)c1ccccc1[N+](=O)[O-],-6
Cc1cc(NC(=O)CSc2ccc(-c3sc(-c4cccnc4)nc3C)nn2)no1,-14
CCCC(=NO)c1c[nH]c2ccccc12,-8
CCOC(=O)c1ccc(NC(=O)CSc2nc3ccccc3c(=O)n2CC2CCC(C(=O)NCc3ccco3)CC2)cc1 (stereo unspecified),-11
Cc1cccc2sc(N(CCCN(C)C)C(=O)c3ccc(S(=O)(=O)N4CCCc5ccccc54)cc3)nc12,23
O=C(NCc1ccncc1)C(=O)NCc1cccs1,-16
COc1cccc(C=Nn2c(C)nnc2C)c1OC,-8
CCOc1ccc(CC(=O)Nc2nc3ccc4nc(C)sc4c3s2)cc1,8
Cc1cc(C(=O)NN=Cc2ccc(C)o2)c2ccccc2n1,2
O=C(CSCC(=O)N1CCCc2ccccc21)Nc1nc(-c2cc3ccccc3oc2=O)cs1,1
Cn1c(=O)oc2ccc(S(=O)(=O)NCCn3nc(-c4cccs4)cc3C3CC3)cc21,1
O=C(O)c1cc(NN=Cc2ccc(N3CCOCC3)s2)ccc1Cl,0
O=C(c1ccc2ccccc2n1)N1CCO[C@H](c2ccccc2)C1,4
CC(=NNC(=O)CNC(=O)c1ccco1)c1ccc(Br)cc1,-4
O=C(NCCOc1ccccc1)c1ccc(S(=O)(=O)N2CCCCC2)cc1,-21&7
Cc1c(Cl)cccc1S(=O)(=O)N(Cc1ccoc1)Cc1cccs1,-22
CCCC(CCC)C(=O)NCCn1ncc2c(=O)n(Cc3cccc(C(F)(F)F)c3)cnc21,-16
O=C(NN=Cc1cc(Br)c(Br)o1)c1cncc(Br)c1,2
O=C(CC=NOCc1ccc([N+](=O)[O-])cc1)Nc1ccc(Br)cc1,-17
O=C(CCc1ccccc1)NNC(=O)c1cccn(Cc2ccc(F)cc2)c1=O,-5
CCCCCCC1CC(C(C)=NNC(N)=O)OC1=O (stereo unspecified),-5
O=C(Cn1nc(-c2ccc(F)cc2)c2sc(N3CCCC3)nc2c1=O)NCc1ccc(F)cc1,-19
CCc1ccccc1NC(=O)c1c(N)c(C(=O)c2cccc([N+](=O)[O-])c2)n2ccccc12,0
Nc1ccc2sccc2c1,-5
COc1ccc(C(O)=C2C(=O)C(=O)N(CCN(C)C)[C@H]2c2ccc(C)o2)cc1Cl,0
O=C(Nc1cccnc1)c1ccc(OCC(=O)C2CC2)cc1,-16
Cc1cc(-c2nnc(NC(=O)CCSc3ccccc3)o2)nn1C,24
COc1ccc(NC(=O)ON=Cc2ccccc2)cc1,-18
CCCN1CCCc2cc(CCNC(=O)C(=O)NCC(C)C)ccc21,25
NS(=O)(=O)c1ccc(CCNC(=O)c2csc3nc(-c4ccccc4)cn23)cc1,0
Cc1ccccc1OCC(=O)Nc1ccc2c(c1)CN(C(=O)c1ccco1)CC2,-2
Cc1noc(C)c1S(=O)(=O)NC[C@H](O)c1ccc2c(c1)CCO2,-16
COC(=O)c1ccc(CN2CCC(Cn3nc(C)cc3C)CC2)cc1,-6
COc1cccc([C@H](CNC(=O)CN2C(=O)CCC2=O)OC)c1,-10
O=C1CC2(CCN(C(=O)c3cc4ccccc4o3)CC2)Oc2ccccc21,-5
O=C(c1csc(-c2ccccc2)n1)N1CCC(Cn2cccn2)CC1,-4
O=C(Nc1ccccc1Cc1nc(C2CC2)no1)c1cc(C2CC2)on1,9
COc1cc(C)c(S(=O)(=O)n2cccn2)cc1C(C)C,-18
COCCNC(=O)Cc1ccc(NC(=O)COc2ccc(Cl)cc2Cl)cc1,-7
CN(c1ccccc1)S(=O)(=O)c1ccc(C(=O)Nc2ccc(O)c(-c3nc4ccccc4s3)c2)cc1,-2
Cc1nc(-c2ccccc2NC(=O)c2ccc(=O)[nH]n2)cs1,-19
O=c1ccc2c([nH]1)CCN(S(=O)(=O)c1ccc3c(c1)OCCO3)C2,-10
COc1ccc(Cl)cc1NC(=O)C(=O)NCCN1CCN(c2ccccc2F)CC1,-13
COc1ccc(NC(=O)CSC2=NC(C)(C)N=C2c2cccc(F)c2)cc1OC,-16
CN(C)CC#CCNC(=O)c1ccc(-c2ccccc2)cc1,5
COc1cc(C=Nn2cnc3scc(-c4cccs4)c3c2=O)cc(OC)c1OC,-10
COc1cccc(NC(=S)C(=C([O-])c2cc(C)n(-c3ccccc3F)c2C)[n+]2ccc(N(C)C)cc2)c1,-5
C/C=C/c1ccc(Oc2nnc(-c3ccc(C)cc3)c3ccccc23)c(OC)c1,-5
O=C(CSc1nnc(CNC(=O)c2c(F)cccc2F)o1)Nc1ccc(OC(F)(F)F)cc1,-8
Cc1ccc(C=Nn2c(-c3ccncc3)n[nH]c2=S)cc1,-4
CCn1ccc(C(=O)Nc2nc3ccc(S(C)(=O)=O)cc3s2)n1,-6
CC(=O)OC(C)(C)C(=O)N1CCS[C@H](c2ccccc2)CC1,-6
CC1(C)C2CCC1(CS(=O)(=O)N1CCC(c3ccc4c(c3)OCO4)C1)C(=O)C2 (stereo unspecified),-10
Cc1noc(C)c1C(=O)NCC(C)(O)c1cc2ccccc2o1 (stereo unspecified),-4
O=C(c1ccc2ncsc2c1)N1CCC(COCc2ccc(Cl)cc2)CC1,-4

# A draw from above in order of length of the SMILES, lowest first.
SMILES,SSB-PriA inh
CN(C)CC#CCNC(=O)c1ccc(-c2ccccc2)cc1,5
COc1cc(C)c(S(=O)(=O)n2cccn2)cc1C(C)C,-18
Cc1ccc(C=Nn2c(-c3ccncc3)n[nH]c2=S)cc1,-4
Cc1noc(C)c1C(=O)NCC(C)(O)c1cc2ccccc2o1 (stereo unspecified),-4
Cc1nc(-c2ccccc2NC(=O)c2ccc(=O)[nH]n2)cs1,-19
CCn1ccc(C(=O)Nc2nc3ccc(S(C)(=O)=O)cc3s2)n1,-6
O=C(Nc1ccccc1Cc1nc(C2CC2)no1)c1cc(C2CC2)on1,9
COc1cc(C=Nn2cnc3scc(-c4cccs4)c3c2=O)cc(OC)c1OC,-10
COc1ccc(Cl)cc1NC(=O)C(=O)NCCN1CCN(c2ccccc2F)CC1,-13
COc1ccc(NC(=O)CSC2=NC(C)(C)N=C2c2cccc(F)c2)cc1OC,-16
C/C=C/c1ccc(Oc2nnc(-c3ccc(C)cc3)c3ccccc23)c(OC)c1,-5
O=C(CSc1nnc(CNC(=O)c2c(F)cccc2F)o1)Nc1ccc(OC(F)(F)F)cc1,-8
CN(c1ccccc1)S(=O)(=O)c1ccc(C(=O)Nc2ccc(O)c(-c3nc4ccccc4s3)c2)cc1,-2
COc1cccc(NC(=S)C(=C([O-])c2cc(C)n(-c3ccccc3F)c2C)[n+]2ccc(N(C)C)cc2)c1,-5

# The listing continues.
SMILES,SSB-PriA inh
CCCOc1ccc(CC(=O)NN=Cc2ccc(F)cc2)cc1,-4
COc1ccc(C(=O)Nc2cc(C)nn2-c2nc3c(cnn3-c3ccccc3)c(=O)[nH]2)c(OC)c1,20
CCc1nnc(NN=Cc2ccc(OC(C)=O)c(OC)c2)n1N,1
COc1cccc(C(=O)N(CCN2CCOCC2)c2nc3c(C)ccc(C)c3s2)c1OC,0
O=[N+]([O-])c1ccc(N2CCOCC2)cc1N1CCOCC1,47
CS(=O)(=O)c1ccc(C(=O)Nc2nnc(Cc3ccc(Cl)s3)o2)cc1,-14&29
CC1Cc2cc(C(O)=C3C(=O)C(=O)N(CCN(C)C)C3c3ccccc3F)ccc2O1 (stereo unspecified),-17
O=C(NC[C@@](O)(c1cccs1)C1CC1)C(=O)Nc1ccc2c(c1)OCCO2,-14
N#Cc1nccnc1O[C@H]1CCN(C(=O)Cn2ccc3ccccc32)C1,-20
C#CCn1c(=NC(=O)c2ccc(S(=O)(=O)N(C)C3CCCCC3)cc2)sc2cc(S(N)(=O)=O)ccc21,-15
CCOc1ccc2nc(NC(=O)C3CCN(S(C)(=O)=O)CC3)sc2c1,-13
O=C(c1ccccc1)N1CCCc2cc(NS(=O)(=O)CCOc3ccccc3)ccc21,35*
Cn1cccc(C(=O)N2CC(Oc3nccs3)C2)c1=O,4
O=C(NCc1ccc(C(=O)c2cccs2)s1)Nc1cccc(C(F)(F)F)c1,-18
COc1cc(/C=N\NC(=O)c2ccccc2)ccc1OC(=O)c1cccnc1,-6
COc1ccc2nc(-c3cccc(NC(=O)c4ccc(F)cc4)c3)cn2n1,-16
Cc1ccc(/C=N\NC(=O)c2cc([N+](=O)[O-])cc([N+](=O)[O-])c2)cc1,13
CC(C)c1ccc(C=Nn2nnnc2Nc2ccccc2)cc1,-6
O=C(Cc1csc(Nc2ccccc2)n1)NC1CCCC1,3
O=S1(=O)N=C(NN=Cc2ccc(Br)o2)c2ccccc21,3
O=C(O)CN1CCc2ccccc2C1c1cccs1 (stereo unspecified),-8
O=C(O)c1ccc2c(n1)NCCC2,94*
C/C(=N/N=c1/sc(C)c(-c2ccccc2)n1Cc1ccco1)c1ccccc1,-5
CCOC(=O)c1cc(C(C)=NOC(=O)c2ccc(Cl)cc2)on1,-6
Cc1cc(=O)n(CCNC(=O)c2cc3ccccc3o2)cn1,-5
Cc1ccc(S(=O)(=O)N=C(Nc2c(C)n(C)n(-c3ccccc3)c2=O)c2ccc(Cl)cc2)cc1,-1
NC(=O)c1ccsc1NC(=O)c1cnccn1,-15
CC(=O)C1C(c2ccc([N+](=O)[O-])o2)NC(=O)NC1(O)C(F)(F)F (stereo unspecified),5
COc1ccc(S(=O)(=O)Nc2ccc3c(c2)N(C(=O)C2CC2)CC3)cc1Cl,-2
CCCCOc1ccc(C(=O)N(Cc2ccccn2)Cc2ccco2)cc1,9
N#Cc1c(SCc2nc3ccccc3[nH]2)nc(-c2ccc(Cl)cc2)c2c1CCCC2,-15&-11
COc1ccc(-c2cn3c(CCC(=O)NCC4CCCCC4)csc3n2)cc1,-1
Cc1cccc(NC(=O)CCC(=O)NN=Cc2ccc(O)cc2O)c1,2
COc1ccccc1-c1c(C)nn2c(NCCCN3CCOCC3)cc(C)nc12,-3
Nc1cc(-c2ccc3c(c2)NC(=O)CO3)no1,-9
C=c1cc(C)n(CC(=O)NCCc2ccccc2)c(=O)c1=C1N=C(c2cccc(Cl)c2)NO1,-8&-2
COc1ccc(N(CC(=O)NN=Cc2ccc(OC)cc2OC)S(=O)(=O)c2ccccc2)cc1,-2
Cc1ccc2cc3cc(C(=O)N[C@@H](C)c4ccc5c(c4)OCCO5)sc3nc2c1,-20
Cc1nn(-c2ccccc2)c(N2CCCC2)c1C=NNC(=S)Nc1ccc(F)cc1,-14
Cc1nc2cc(NC(=O)CSc3nnc(CCc4nc5ccccc5[nH]4)o3)ccc2s1,-1
Cc1cc(C)n(-c2cc(N3CCN(C(=O)Nc4ccc(F)c(Cl)c4)CC3)ncn2)n1,-12
COc1cccc(C=NNC(=O)C[n+]2ccccc2)c1O,65
O=C(N1CCOCC1)N1CCCC(Cc2nc(C3CC3)no2)C1 (stereo unspecified),-13
O=c1cc(NCc2cccs2)[nH]c(=O)n1Cc1ccc(F)cc1,15
CCCc1cc(=O)n(CC(=O)Nc2ccc(Cl)c(Cl)c2)cn1,-15
CC1(C)COc2ccc(NS(=O)(=O)c3cccc4ccccc34)cc2NC1=O,17
Cc1nnsc1C(=O)NCc1cc(-c2ccncc2)n(C2CCCC2)n1,2
Cc1nn(C2CCS(=O)(=O)C2)c2nc(-c3ccc(F)cc3)cc(C(=O)N3CCC(C(N)=O)CC3)c12 (stereo unspecified),-7
CN1CCN(C(CNC(=O)NC(C)(C)C)c2ccc3c(c2)OCO3)CC1 (stereo unspecified),-8
Cc1c(C)n(Cc2ccco2)c2ncnc(NC(C)C(=O)O)c12 (stereo unspecified),0
O=C(Nc1ccc(Nc2cc(-n3ccnc3)ncn2)cc1)Nc1ccc2c(c1)OCO2,1
COc1cc(NC(=O)c2nn3c(C(F)(F)F)cc(-c4cccs4)nc3c2Cl)c(OC)cc1Cl,-11&-8
O=C(CN1C(=O)CCC1=O)N1CC(S(=O)(=O)C2CCCCC2)C1,4
Cc1ccc(-n2c(O)c(C=Nc3ncn[nH]3)c3ccccc3c2=O)cc1,5
CC(C)(C)CC(=O)N(Cc1ccoc1)Cc1cccs1,-3
CC(=O)Nc1cccc(C(C)=NNC(=S)NC(C)C)c1,3
O=C(NCC#CCOc1ccc2c(c1)OCO2)c1ccc2[nH]ccc2c1,15
COc1cc(-c2ccc(SC)nn2)cc(OC)c1OC,9
Cc1cc(N2CCCCC2)nc(CNC(=O)Cn2cnc3ccccc32)n1,-6
Cc1c(C(=O)NCC2CCC(c3nc4ccccc4n3C)CC2)cnn1-c1ccccc1 (stereo unspecified),0
# (more compounds)
SMILES,SSB-PriA inh
O=C(Cc1cc(=O)[nH]c(SCc2cccc(Cl)c2)n1)NCc1cccs1,-2
COc1ccccc1NN=C1COC(C)(C)CC1=O,14
Cn1nc(C(=O)NCCC(c2ccccc2)c2ccccc2)ccc1=O,-4
COc1ccc(OC)c(-c2cc(C(=O)NCCn3nc(-n4cncn4)ccc3=O)[nH]n2)c1,-5
CN1C(=O)c2cc(NC(=O)c3cccc(F)c3)ccc2Oc2ccccc21,-1
CSCC(C)(O)CNC(=O)Cc1ccc(F)cc1 (stereo unspecified),-11
CO[C@H]1CCN(c2ccc(C(=O)NCc3ccccc3Cl)cc2)C1,-10
c1ccc(OCCCCSCc2nc3ccccc3[nH]2)cc1,21
O=S1(=O)CC=C(c2ccccc2)C1,-2
O=C(NCC[C@H](O)c1ccc2c(c1)OCO2)C(=O)Nc1cccnc1,-1
COc1ccc(S(=O)(=O)Nc2ccc3c(c2)N(C(=O)c2ccco2)CC3)cc1F,-8
